# ADAM10 inh – inhibits human ADAM10; 370,000 tested, 0.62% active; recombinant ADAM10, EDANS/DABCYL FRET peptide cleavage, 3 h; AID 720582; inhibition, % at 7 µM;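 active = inhibition above a per-campaign cutoff equal to the mean of compounds falling between control-based bounds plus 3 SD, cut at about 20% in these data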;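 note: 0% = DMSO wells while the 100% control is not disclosed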
# rCAG RNA binder – r(CAG) repeat RNA binding | TO-PRO-1 dye displacement fluorescence | inhibition, % at 3 µM | 370,000 tested, 1.3% active | AID 651821;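 active = inhibition above the plate cutoff, the mean of all test compounds on that plate plus 3 SD, cut at about 35% in these data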;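 note: 0% = DMSO alone and 100% = 100 µM mitoxantrone as full dye displacement; higher means more dye released from RNA so lower well fluorescence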
# KLK7 zymogen act – proKLK7 (human) activation, primary screen. P49862. purified proKLK7, EDANS-DABCYL substrate fluorescence; 100% is mature enzyme control, 0% vehicle. activation, % at 7 µM. 370,000 tested, 0.9% active. AID 652039;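 active = activation above the mean of all tested compounds plus 3 SD, computed per campaign excluding outliers beyond control limits, cut at about 13% in these data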
# HGIII-sPLA2 inh – Inhibits HGIII-sPLA2 liposome hydrolysis, primary screen; Q9NZ20; QFRET BODIPY PC-A2 liposome hydrolysis, fluorescence; inhibition, % at 12.2 µM; 370,000 tested, 0.56% active; AID 743126;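 active = inhibition above mean plus 3 SD of compounds lying within the high and low control bounds, cut at about 19% in these data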;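 note: 0% = median of test compound wells and 100% = no enzyme DMSO wells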
# ARFGAP1 inhibitor – inhibitors of rat ARFGAP1; Q62848; Arfgap1-stimulated ARF1 GTP hydrolysis, GDP FP detection; inhibition, % at 16.5 µM; 360,000 tested, 0.26% active; AID 651572;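 active = inhibition above a per-plate limit, mean inhibition of low control wells plus 3 SD, cut at about 25% in these data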;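 note: 0% = DMSO wells with enzyme and 100% = wells lacking Arfgap1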
#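 Material: rat Arfgap1 catalytic domain, aa 1-136; also added: human ARF1(Δ1-17)-GTP substrate; compound dosing: one concentration, 16.5 µM, DMSO 1.26%; incubation: GTP hydrolysis reaction 2 h at 25 °C; measured by: Tracer-displacement fluorescence polarization with EDTA stop, 620/688 nm; evaluation: % inhibition from polarization; repeats: one replicate per compound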
# ASAP1 inh – blocks human ASAP1-stimulated Arf1 GTP hydrolysis; Q9ULH1; GDP FP detection; inhibition, % at 16.5 µM; 360,000 tested, 0.19% active; AID 624377; in the data active = inhibition above about 25%;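 note: 0% = vehicle with enzyme and substrate and 100% = no enzyme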
# Tn6 DDE FP – inhibitors of Tn6 peptide binding to human fibrin DD(E). P02675. Fibrin DD(E) TRITC-Tn6 fluorescence polarization displacement. inhibition, % at 8.3 µM. 370,000 tested, 0.21% active;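 active = inhibition above a per-campaign cutoff: mean of compounds within control limits plus 3 SD, cut at about 15% in these data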;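 note: 0% = median of all compound wells on the plate and 100% = blocking peptide control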
# NPR1 activator – GC-A (human) enzyme activation; P16066; HEK293 GC-A cells, cGMP TR-FRET, EC30 ANP; 0% at EC30 ANP, 100% saturating ANP; activation, % at 10 µM; 370,000 tested, 0.14% active; AID 1671463; in the data active = activation above about 40%
# GC-B act – GC-B (human) receptor activation | P20594 | HEK293-GC-B cells, CNP EC30, cGMP TR-FRET; 0% at EC30 CNP, 100% saturating CNP | activation, % at 10 µM | 370,000 tested, 0.11% active | AID 1920062;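 active = activation at 10 µM reaching about 35% in either raw or pattern-adjusted values, limit read from the data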
# Target sequence (P20594 whole entry, looked up): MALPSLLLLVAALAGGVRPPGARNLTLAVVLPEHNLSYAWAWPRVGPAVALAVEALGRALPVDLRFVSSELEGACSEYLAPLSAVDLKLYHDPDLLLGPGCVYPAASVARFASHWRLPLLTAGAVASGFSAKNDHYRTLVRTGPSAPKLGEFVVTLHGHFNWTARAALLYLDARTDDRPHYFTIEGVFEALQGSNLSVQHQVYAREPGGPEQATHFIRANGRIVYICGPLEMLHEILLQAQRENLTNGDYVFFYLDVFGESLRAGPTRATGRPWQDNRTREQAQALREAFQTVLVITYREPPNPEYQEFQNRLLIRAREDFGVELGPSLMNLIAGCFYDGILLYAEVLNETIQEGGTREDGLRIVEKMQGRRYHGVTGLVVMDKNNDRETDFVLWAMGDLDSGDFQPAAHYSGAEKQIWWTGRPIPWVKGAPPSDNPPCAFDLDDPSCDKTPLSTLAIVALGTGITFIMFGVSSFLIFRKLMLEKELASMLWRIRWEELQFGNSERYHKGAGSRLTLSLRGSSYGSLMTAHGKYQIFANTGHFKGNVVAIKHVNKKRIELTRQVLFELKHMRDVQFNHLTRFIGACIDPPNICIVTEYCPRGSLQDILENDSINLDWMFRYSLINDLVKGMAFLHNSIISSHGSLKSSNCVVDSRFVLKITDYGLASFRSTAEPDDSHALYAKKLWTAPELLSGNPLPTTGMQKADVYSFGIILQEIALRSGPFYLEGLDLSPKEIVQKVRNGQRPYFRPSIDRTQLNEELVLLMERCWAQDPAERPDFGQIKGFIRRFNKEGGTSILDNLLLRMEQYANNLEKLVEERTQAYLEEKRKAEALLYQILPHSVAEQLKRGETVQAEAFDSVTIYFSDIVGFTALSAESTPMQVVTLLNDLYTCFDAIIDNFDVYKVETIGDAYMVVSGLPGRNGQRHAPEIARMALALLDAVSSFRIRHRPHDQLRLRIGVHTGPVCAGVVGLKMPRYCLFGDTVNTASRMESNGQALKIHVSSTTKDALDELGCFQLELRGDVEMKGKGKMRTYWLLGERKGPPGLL
# FXN GAA850 act – increases GAA850 frataxin promoter reporter activity; HEK293 lucGAA850 FXN promoter luciferase reporter, 24 h; percent of 10 µM SAHA response; activation, % at 6 µM; 360,000 tested, 0.56% active;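 active = activation above the average of all compounds screened plus 3 SD, cutoff fixed separately per campaign, cut at about 7.5% in these data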;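 note: 0% = DMSO wells and 100% = 10 µM SAHA wells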
# An asterisk follows results filed as active; . = no result given. Not a hit list; overall some 4.5% were active at least once.
SMILES,ADAM10 inh,rCAG RNA binder,KLK7 zymogen act,HGIII-sPLA2 inh,ARFGAP1 inhibitor,ASAP1 inh,Tn6 DDE FP,NPR1 activator,GC-B act,FXN GAA850 act
CC(=O)Nc1cc([N+](=O)[O-])ccc1OCc1ccccc1,-17.6,0.0,-0.4,4.2,1.4,-5.9,-0.8,-0.3,0.0,-0.4
COc1ccc(CS(=O)(=O)CC2(O)CCN(C(=O)c3cccc(C(F)(F)F)c3)CC2)cc1,3.7,-3.5,-0.5,-0.6,-4.8,-0.6,-1.5,-0.4,-3.5,-1.2
O=C(O)c1cccc2c1C(=O)c1cc([N+](=O)[O-])cc([N+](=O)[O-])c1-2,-10.4,3.1,0.4,2.8,-4.2,4.9,-10.8,0.2,-4.2,0.7
CCO[C@@H]1OC(C(=O)NCc2ccccc2)=C[C@H](c2ccc(C(F)(F)F)cc2)[C@H]1CCCO,12.7,-6.2,0.4,-8.1,-1.9,4.5,3.0,-0.1,-0.7,-1.2
COc1cc(C(=O)NC(C(=O)Nc2cccc(C(C)=O)c2)C(C)C)cc(OC)c1OC (stereo not given),-0.1,-5.4,0.1,0.5,-7.0,6.4,2.7,-2.2,-3.7,1.0
c1ccc(-n2c3ccccc3c3ccccc32)cc1,4.5,1.5,0.2,-2.2,-3.8,-4.9,-0.3,-7.3,2.5,1.6
O=S(=O)(c1ccc(S(=O)(=O)N2CCN(C/C=C/c3ccccc3)CC2)cc1)N1CCCC1,-2.7,-2.3,1.0,-6.4,10.4,1.2,12.6,-0.4,4.8,2.6
CN(NC1CC(=O)N(c2ccccc2)C1=O)c1ccccc1 (stereo not given),9.5,2.5,0.4,-1.6,3.6,6.5,0.9,-0.4,-1.5,-0.5
CCCCOC(=O)c1ccc(NC(C)=O)cc1,-3.0,-4.3,0.3,-4.2,-2.7,4.1,-3.5,-1.0,-4.3,2.5
COC(=O)c1ccc(CNC(=O)CSC(C)C(=O)Nc2cc(C)on2)cc1 (stereo not given),-4.3,1.7,-0.5,2.4,7.4,-9.8,0.7,-0.6,2.2,0.5
CCCn1c(N)c(C(=O)COC(=O)CCS(=O)(=O)c2ccc(C)cc2)c(=O)[nH]c1=O,8.7,-3.6,-0.2,3.0,-1.4,12.8,1.4,4.3,2.1,3.0
Cc1ccc(C)c(OCC(O)CN2CCC(CN3C(=O)c4cccc5cccc(c45)C3=O)CC2)c1 (stereo not given),-99.5,2.0,-1.9,4.5,-6.0,15.4,0.2,-0.7,-5.8,-0.3
Cc1ccc(Sc2ccncc2S(N)(=O)=O)cc1,-3.9,2.4,-0.5,-2.9,-8.2,11.8,-12.0,0.5,5.4,1.4
Cn1cccc1Cc1nnc(SCC(=O)Nc2cccc(Cl)c2)n1-c1ccc(F)cc1,-8.1,4.1,0.1,-30.6,2.5,10.8,1.0,-3.4,-6.7,-2.9
CCc1ccc(N(C(C)=O)c2nc(CCl)cs2)cc1,9.1,0.6,0.4,7.3,-7.2,11.3,0.6,-1.2,2.2,0.4
CCCCCn1c(=S)[nH]c2ncccc2c1=O,-5.6,-1.2,-0.1,4.9,-7.5,-10.4,-0.3,0.7,-2.0,0.2
COC(=O)c1c(NC(=O)CSc2n[nH]c(N)n2)sc(C)c1C,-2.1,5.0,0.1,-7.2,1.0,1.5,5.3,-3.2,-3.6,3.1
CC(Oc1ccc(Cl)cc1)C(=O)NCCCn1ccnc1 (stereo not given),10.0,-1.6,0.8,-0.5,-1.9,4.0,2.8,0.8,3.8,0.1
CSc1n[nH]c(NCc2ccccc2)n1,-1.9,2.0,0.2,-3.8,-3.9,1.9,4.2,1.8,8.8,-1.6
CC(=O)NN(O)C1N(C)C(=O)N(Cc2ccccc2)C1(C)C (stereo not given),2.0,0.9,0.0,-6.1,5.4,-3.2,-12.1,2.7,2.5,0.4
CN1CCN(C(=O)CN(CCc2ccccc2)S(C)(=O)=O)CC1,-2.3,-3.6,0.2,5.5,0.1,-5.9,2.6,0.9,2.4,0.5
O=C(c1ccc2c(=O)n3c(nc2c1)CCCCC3)N1CCN(c2ccc(Cl)cc2)CC1,-9.8,4.9,0.8,-3.3,-12.3,6.1,6.1,-1.4,1.9,-3.7
O=C(CNCc1cccs1)NC12CC3CC(CC(C3)C1)C2,5.7,-6.2,0.0,1.3,0.4,-10.2,7.7,0.1,3.6,2.7
Cc1c(NC(=O)COC(=O)c2ccccc2O)c(=O)n(-c2ccccc2)n1C,-4.5,0.8,3.9,-2.0,-12.6,-9.4,-2.1,-0.3,4.2,0.6

# Some of the entries so far, with two lines to a compound:
# Order of results: ADAM10 inh	rCAG RNA binder	KLK7 zymogen act	HGIII-sPLA2 inh	ARFGAP1 inhibitor	ASAP1 inh	Tn6 DDE FP	NPR1 activator	GC-B act	FXN GAA850 act
- CC(=O)Nc1cc([N+](=O)[O-])ccc1OCc1ccccc1
 : -17.6	0.0	-0.4	4.2	1.4	-5.9	-0.8	-0.3	0.0	-0.4
- COc1ccc(CS(=O)(=O)CC2(O)CCN(C(=O)c3cccc(C(F)(F)F)c3)CC2)cc1
 : 3.7	-3.5	-0.5	-0.6	-4.8	-0.6	-1.5	-0.4	-3.5	-1.2
- O=C(O)c1cccc2c1C(=O)c1cc([N+](=O)[O-])cc([N+](=O)[O-])c1-2
 : -10.4	3.1	0.4	2.8	-4.2	4.9	-10.8	0.2	-4.2	0.7
- CCO[C@@H]1OC(C(=O)NCc2ccccc2)=C[C@H](c2ccc(C(F)(F)F)cc2)[C@H]1CCCO
 : 12.7	-6.2	0.4	-8.1	-1.9	4.5	3.0	-0.1	-0.7	-1.2
- COc1cc(C(=O)NC(C(=O)Nc2cccc(C(C)=O)c2)C(C)C)cc(OC)c1OC (stereo not given)
 : -0.1	-5.4	0.1	0.5	-7.0	6.4	2.7	-2.2	-3.7	1.0
- c1ccc(-n2c3ccccc3c3ccccc32)cc1
 : 4.5	1.5	0.2	-2.2	-3.8	-4.9	-0.3	-7.3	2.5	1.6
- O=S(=O)(c1ccc(S(=O)(=O)N2CCN(C/C=C/c3ccccc3)CC2)cc1)N1CCCC1
 : -2.7	-2.3	1.0	-6.4	10.4	1.2	12.6	-0.4	4.8	2.6
- CN(NC1CC(=O)N(c2ccccc2)C1=O)c1ccccc1 (stereo not given)
 : 9.5	2.5	0.4	-1.6	3.6	6.5	0.9	-0.4	-1.5	-0.5
- CCCCOC(=O)c1ccc(NC(C)=O)cc1
 : -3.0	-4.3	0.3	-4.2	-2.7	4.1	-3.5	-1.0	-4.3	2.5

# (further entries)
SMILES,ADAM10 inh,rCAG RNA binder,KLK7 zymogen act,HGIII-sPLA2 inh,ARFGAP1 inhibitor,ASAP1 inh,Tn6 DDE FP,NPR1 activator,GC-B act,FXN GAA850 act
CCC(c1nnnn1Cc1ccco1)N(Cc1cc2cc(OC)ccc2[nH]c1=O)C1CCCCC1 (stereo not given),-220.5,30.8,1.3,4.4,-6.6,-1.4,-6.6,3.1,1.5,1.2
CC1CCCC(NC(=O)COC(=O)c2sc3ccccc3c2Cl)C1C (stereo not given),-9.8,-1.2,0.1,11.2,4.0,-4.8,2.8,-6.0,-3.7,-0.9
Cc1ccc(C)c(CN2CCCN(Cc3cc(C)ccc3C)S2(=O)=O)c1,-9.1,-0.2,-0.1,0.5,2.0,-8.5,2.0,0.3,-0.4,1.0
COc1cc(CNC(=O)Nc2nnc([C@H]3C[C@H](O)[C@@H](CO)O3)s2)cc(OC)c1OC,2.6,4.1,0.1,1.9,6.7,-0.2,2.2,-0.7,5.8,-0.3
COc1ccc(S(=O)(=O)N2CCOCC2)cc1C(=O)Nc1ccc2c(c1)OCO2,-3.0,-3.4,-0.4,0.0,0.7,-15.5,4.2,6.0,4.5,2.9
CC(NC(=O)CNC(=O)C1O[C@@H]2OC(C)(C)O[C@@H]2[C@H]2OC(C)(C)O[C@@H]12)C(=O)O (stereo not given in full),4.5,-0.6,0.2,0.0,-5.4,-5.8,-5.5,-2.3,1.4,-0.5
Cc1cc2c(=O)n(Cc3ccco3)c(SCC(=O)c3ccc(Cl)s3)nc2s1,-6.7,8.5,-0.1,-6.8,-5.7,-8.2,1.9,-2.6,1.1,-1.0
CCn1c2ccccc2c2cc(NC(=O)CSc3nnc(-c4cccc(Cl)c4)o3)ccc21,-6.3,3.1,0.1,1.2,-6.3,-21.6,-7.1,0.9,-4.5,-1.4
Cc1ccc(C2C=NN(c3ccccc3)C2=O)cc1 (stereo not given),-3.9,0.1,0.5,-0.3,1.6,-11.1,7.9,-2.3,-0.9,1.2
COc1cc(/C=N/NS(=O)(=O)c2ccccc2)c(OC)c(OC)c1,-20.6,3.1,-0.2,0.0,4.3,12.2,11.1,-3.7,1.5,2.2
COC(=O)c1cc(NC(=O)C23CCC(C)(C(=O)O2)C3(C)C)cc(C(=O)OC)c1 (stereo not given),-5.6,-3.0,0.0,1.4,1.1,1.8,-4.3,-4.6,4.5,1.0
COCCNC(=O)C1C(=O)Nc2ccccc2C(=O)N1Cc1ccccc1 (stereo not given),2.3,1.5,0.0,5.3,-0.5,1.9,3.8,2.1,1.0,.
CCOc1ccc(NC(=S)N2CCC(NC(=O)c3ccccc3)CC2)cc1,1.2,0.9,-0.2,8.3,6.7,2.7,2.8,-2.7,1.2,0.2
Cc1c(C(=O)N2CCOCC2)oc2c1C(=O)CC(C)(C)C2,-6.5,-1.5,-0.2,3.6,-10.2,8.0,5.5,7.5,3.2,2.3
COc1ccc(-c2cc(C(=O)Nc3cc(C)on3)no2)cc1,-0.3,-4.0,-0.5,0.9,3.4,10.5,3.0,-0.2,-7.4,.
O=C(Nc1ccc2[nH]ncc2c1)c1cccc(F)c1,1.4,1.0,-0.7,-0.6,9.7,7.7,-3.8,1.8,-2.1,2.9
COCCn1c(-c2ccc(C#N)cc2)nc2c1c(=O)[nH]c(=O)n2Cc1ccccc1,-351.0,-1.3,-2.9,6.9,5.2,14.0,2.8,-3.4,-4.9,1.3
O=C1CC[C@@H](O)CCN1CC[C@H](Sc1ccc(Br)cc1)c1ccccc1,-0.8,-3.3,0.4,-4.2,-3.0,-10.5,1.7,-9.4,-6.9,4.0
O=[N+]([O-])c1cccc(S(=O)(=O)Nc2ccc(S(=O)(=O)N3CCCC3)cc2)c1,2.6,16.9,-0.3,-16.5,1.7,3.1,-2.9,2.8,-2.3,-0.1
CC(C)CC(C)NC(=O)c1ccc(C(F)(F)F)cc1 (stereo not given),-0.9,-3.0,0.2,-6.4,-12.1,0.8,-4.7,1.8,0.7,3.4
CC1CC(C)CN(CCOCCSc2ccccc2)C1 (stereo not given),-2.9,-4.0,-1.0,-4.6,-15.5,8.4,-1.8,0.8,-4.7,-0.8
CCCCNc1ccc(C(CC(N)=O)NC(=O)Cc2ccc(Br)cc2)cc1[N+](=O)[O-] (stereo not given),-3.4,4.1,-0.3,4.2,-7.1,-8.8,-0.1,1.9,-1.2,1.1
CCSc1nnc(NC(=O)CSc2nc(C)cc(C)n2)s1,-2.3,-2.6,0.3,3.3,-9.9,-3.4,3.9,0.7,5.8,-1.0
O=C(Nc1cc(Cl)cc(Cl)c1)N1CCN(C(=O)C2CCCO2)CC1 (stereo not given),-1.8,-5.7,-0.1,5.8,-0.3,1.1,-0.2,2.5,2.5,2.3
